Screening results deposited in PubChem BioAssay by several laboratories.
3CLpro inhibitor: SARS-CoV 3CLpro protease inhibitors, primary screen, biochemical, quenched FRET | inhibition, % at 6 µM | AID 1706, 2009 | Replicase polyprotein 1ab (Severe acute respiratory syndrome coronavirus), P0C6X7 | 0.14% of 290,000 active | recombinant SARS-CoV 3CLpro, quenched FRET peptide cleavage; in the data active = inhibition above about 12%
Anthrax LF inh2: Bacillus anthracis LF protease inhibitors, primary screen, biochemical, multiplex microsphere, MLPCN library; inhibition, % at 10 µM; multiplex microsphere protease cleavage assay; Lethal factor (Bacillus anthracis), P15917; 0.12% of 360,000 active; in the data active = inhibition above about 30%; inconclusive = no clear call, values can overlap the other calls; also: plate controls were buffer without enzyme for full effect and enzyme alone for no effect
TcdB inh: TcdB glycohydrolase inhibitors, primary screen, biochemical, single point, plate reader; 0.24% of 350,000 active; TcdB glycohydrolase enzymatic assay; inhibition, % at 9.99 µM; in the data active = inhibition above about 10%
Target sequence (P18177 whole entry, looked up): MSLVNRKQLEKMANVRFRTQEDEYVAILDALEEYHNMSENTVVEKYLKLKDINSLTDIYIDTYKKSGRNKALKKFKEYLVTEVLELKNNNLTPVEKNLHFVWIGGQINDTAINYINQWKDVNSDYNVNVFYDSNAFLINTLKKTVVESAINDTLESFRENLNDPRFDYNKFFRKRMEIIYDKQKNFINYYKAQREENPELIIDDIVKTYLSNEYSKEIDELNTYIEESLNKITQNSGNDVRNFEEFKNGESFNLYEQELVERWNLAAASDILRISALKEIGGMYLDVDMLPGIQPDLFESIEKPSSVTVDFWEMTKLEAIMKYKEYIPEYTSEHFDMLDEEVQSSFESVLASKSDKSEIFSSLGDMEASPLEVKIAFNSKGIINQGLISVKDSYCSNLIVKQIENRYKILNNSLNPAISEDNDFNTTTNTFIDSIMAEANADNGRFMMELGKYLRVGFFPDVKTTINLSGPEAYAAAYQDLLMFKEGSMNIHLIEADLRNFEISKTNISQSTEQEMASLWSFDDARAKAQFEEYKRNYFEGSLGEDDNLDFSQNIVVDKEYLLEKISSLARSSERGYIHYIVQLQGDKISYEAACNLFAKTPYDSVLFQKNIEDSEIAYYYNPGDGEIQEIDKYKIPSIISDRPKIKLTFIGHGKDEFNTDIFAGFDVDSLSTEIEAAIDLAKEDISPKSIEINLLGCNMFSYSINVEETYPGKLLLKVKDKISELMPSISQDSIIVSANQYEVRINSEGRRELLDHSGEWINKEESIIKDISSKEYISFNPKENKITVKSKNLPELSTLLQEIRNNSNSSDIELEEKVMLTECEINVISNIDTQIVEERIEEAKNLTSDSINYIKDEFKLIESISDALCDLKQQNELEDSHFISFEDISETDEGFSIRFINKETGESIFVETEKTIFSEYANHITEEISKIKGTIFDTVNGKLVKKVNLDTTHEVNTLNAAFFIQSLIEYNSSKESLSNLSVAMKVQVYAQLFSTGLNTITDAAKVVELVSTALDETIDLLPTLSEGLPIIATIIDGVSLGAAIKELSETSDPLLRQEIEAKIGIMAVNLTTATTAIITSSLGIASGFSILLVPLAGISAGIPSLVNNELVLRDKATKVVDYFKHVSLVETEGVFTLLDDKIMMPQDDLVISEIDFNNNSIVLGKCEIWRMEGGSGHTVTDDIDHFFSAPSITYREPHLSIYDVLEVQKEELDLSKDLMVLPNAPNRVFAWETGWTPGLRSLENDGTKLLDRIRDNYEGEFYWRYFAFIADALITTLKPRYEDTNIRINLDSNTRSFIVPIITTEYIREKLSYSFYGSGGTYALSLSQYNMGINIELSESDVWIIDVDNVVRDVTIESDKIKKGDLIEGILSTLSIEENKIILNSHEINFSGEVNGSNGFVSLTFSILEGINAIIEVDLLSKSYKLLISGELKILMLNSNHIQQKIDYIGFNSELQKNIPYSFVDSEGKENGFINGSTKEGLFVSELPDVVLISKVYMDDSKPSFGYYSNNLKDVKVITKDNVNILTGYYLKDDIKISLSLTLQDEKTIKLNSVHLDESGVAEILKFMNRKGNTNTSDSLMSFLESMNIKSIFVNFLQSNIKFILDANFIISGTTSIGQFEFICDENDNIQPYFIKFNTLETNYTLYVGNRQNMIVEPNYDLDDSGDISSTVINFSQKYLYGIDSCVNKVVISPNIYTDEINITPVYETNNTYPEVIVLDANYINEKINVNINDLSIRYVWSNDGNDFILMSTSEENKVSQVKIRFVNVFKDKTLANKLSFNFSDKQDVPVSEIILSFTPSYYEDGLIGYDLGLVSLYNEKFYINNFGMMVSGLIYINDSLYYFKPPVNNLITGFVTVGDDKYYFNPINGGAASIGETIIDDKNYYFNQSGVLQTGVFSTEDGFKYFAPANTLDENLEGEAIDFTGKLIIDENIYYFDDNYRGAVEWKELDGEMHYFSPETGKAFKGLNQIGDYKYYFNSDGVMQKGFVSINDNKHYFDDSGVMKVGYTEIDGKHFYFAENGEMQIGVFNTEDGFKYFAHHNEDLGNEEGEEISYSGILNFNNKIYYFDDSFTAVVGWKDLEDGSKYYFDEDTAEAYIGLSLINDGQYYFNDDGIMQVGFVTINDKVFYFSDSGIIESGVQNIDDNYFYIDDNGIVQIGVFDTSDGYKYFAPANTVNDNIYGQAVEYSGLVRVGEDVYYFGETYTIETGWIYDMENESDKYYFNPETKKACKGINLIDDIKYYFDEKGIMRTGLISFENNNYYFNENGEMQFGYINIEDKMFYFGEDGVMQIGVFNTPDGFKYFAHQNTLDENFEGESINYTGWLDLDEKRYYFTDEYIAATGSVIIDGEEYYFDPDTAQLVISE
SSB-PriA inh: inhibitors of Klebsiella pneumoniae PriA binding to SSB C-terminal tail, primary screen, biochemical, AlphaScreen; PriA–SSB C-terminal tail interaction (Klebsiella pneumoniae); AlphaScreen SSBct-PriA binding, biotinylated peptide; inhibition, % at 33 µM; 0.6% of 430,000 active; in the data active = inhibition mostly above about 37%, no sharp cut-off; inactive = mostly below about 20%;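 also: plate controls were negative control peptide for no effect and reference peptide for full effect; strong numbers were not always called active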
PfHsp40 yeast: rescue of yeast from PfHsp40 toxicity, primary screen, S. cerevisiae, ATP luminescence. S. cerevisiae expressing PfHsp40, growth rescue. AID 504582, 2011. growth rescue, % at 12.5 µM. 0.68% of 340,000 active; in the data active = growth rescue above about 28%, passing the limit was not always enough; inconclusive = no clear call, values can overlap the other calls;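 also: yeast W303a lacking pdr1 and pdr3 grown in galactose medium; growth measured after three days at 30 °C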
Y pestis TopoI: Yersinia pestis topoisomerase I inhibitors, primary screen, biochemical, cleavage product accumulation, plate reader, single point; DNA topoisomerase I (Yersinia pestis CO92); Y. pestis Topo-I cleavage product accumulation; activity, % at 10 µM; 0.064% of 360,000 active; AID 504884, 2011; in the data active = activity above about 50%, passing the limit was not always enough; inconclusive = no clear call, values can overlap the other calls; also: inactives centre near 2
Vc quorum ag: inducers of Vibrio cholerae quorum light production without autoinducers, primary screen, BH1578 luxS cqsA deficient, single point. V. cholerae BH1578 lux reporter, luminescence, 6 h. 0.16% of 350,000 active. activation, % at 18.7 µM; in the data active = activation mostly above about 9.7%, no sharp cut-off; inconclusive = no clear call, values can overlap the other calls; inactive = mostly below about 3.7%; also: not every result past the cut was called active; inactives centre near 0; reference of the scale not given here
MazEF act: activators of E. coli MazEF toxin-antitoxin RNase, primary screen, biochemical, fluorescence, uHTS. 0.32% of 350,000 active. activation, % at 20 µM. AID 504720, 2011. FAM/BHQ RNA-DNA oligo cleavage fluorescence, 5 h; in the data active = activation above about 50%
Rv3671c protease: Rv3671c serine protease inhibitors, primary screen, biochemical, fluorescence polarization, M. tuberculosis H37Rv; P9WHR9; inhibition, % at 5.96 µM; 0.048% of 320,000 active; in the data active = inhibition above about 38%;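 also: extracellular domain of Rv3671c used as enzyme; 0% = enzyme with DMSO and 100% = no enzyme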
VHR inh abs: VHR1 phosphatase inhibitors, primary screen, biochemical, absorbance, uHTS. Dual specificity protein phosphatase 3 (Homo sapiens), P51452. recombinant VHR phosphatase, pNPP absorbance. 0.52% of 290,000 active. inhibition, % at 13.3 µM; in the data active = inhibition above about 50%; also: some compounds called inactive have numbers as strong as hits
* = called active by the depositor; i = inactive; ? = inconclusive; / = not tested or not shown; & = joins results of further samples.

cpd	SMILES	3CLpro inhibitor	Anthrax LF inh2	TcdB inh	SSB-PriA inh	PfHsp40 yeast
1	Cc1ccc(S(=O)(=O)CCc2nnc(NC(=O)C3CCCCC3)s2)cc1	-2	-6	1.2	-3	0.2
2	COc1ccc(C(=O)OCC(=O)c2c(N)n(C)c(=O)n(C)c2=O)c(OC)c1OC	/	-8	0.7	5	2.0
3	COc1cnc(-c2ccccn2)nc1NC(C)C	5	-7	0.6	95*	/
4	CCOC(=O)c1ccc(NS(=O)(=O)c2ccc3c(c2)n(C)c(=O)n3C)cc1	4	2	1.4	3	-1.0
5	Cc1cc(C)c(S(=O)(=O)Nc2nnc(C(C)C)s2)c(C)c1	7	3	2.5	-12	-0.1
6	Cc1c(Cl)cccc1N/C(SCC(=O)N1CCCCCC1)=C(/C#N)c1nc2ccccc2s1	-2	-4	/	-7	-0.9
7	Cc1nc(C)c(CCNC(=O)c2ccccc2)s1	1	2	1.7	5	-1.3
8	CN1CCN(C(=O)CCc2ccc(S(=O)(=O)NC3CCCCC3)cc2)CC1	-3	0	-0.3	3	-1.4
9	CCN(CC)S(=O)(=O)c1ccc(NC(=O)c2cc(-c3cccs3)nc3ccccc23)cc1	-3	1	-0.4	0	0.5
10	Nc1nc(-c2ccc(Cl)cc2)nn1C(=O)c1cccs1	2	-1	0.8	-5	-1.2

cpd	Y pestis TopoI	Vc quorum ag	MazEF act	Rv3671c protease	VHR inh abs
1	0	-0.6	-5	-2	21
2	-4	-0.5	7	5	/
3	-11	-0.4	8	1	19
4	-1	i	-7	1	-1
5	7	-0.4	-1	/	11
6	-1	-0.4	-12	-1	4
7	6	-0.6	8	-2	33
8	9	0.1	9	0	12
9	-4	i	-1	-10	-2
10	-3	i	-19	13	11

cpd	SMILES	3CLpro inhibitor	Anthrax LF inh2	TcdB inh	SSB-PriA inh	PfHsp40 yeast
11	CC(C)COc1cccc(C(=O)Nc2ccc(N3CCOCC3)cc2N2CCOCC2)c1	/	3	-0.1	-2	-0.9
12	CCOC(=O)CNC(=O)N1Cc2ccccc2-n2nncc2C1	/	5	0.2	/	/
13	CCn1cc(Br)c(C(=O)NCc2ccco2)n1	2	-4	/	-2	-0.6
14	O=C(CCCCCNC(=O)c1ccccc1)N/N=C/c1ccccc1O	5	1	/	/	0.8
15	COc1ccc(CCNC(=O)Cn2cnc3c(nnn3Cc3ccccc3F)c2=O)cc1OC	-2	-5	0.8	13	-0.7
16	Cc1c(C#N)c(O)[nH]c(=O)c1N=Nc1ccc(S(N)(=O)=O)cc1	3	0	-0.9	2	-0.1
17	O=C(NP(=O)(N1CC1)N1CC1)c1cc(I)ccc1I	/	-2	0.1	7	0.1
18	O=C(Cc1ccccc1F)Nc1cccc2cccnc12	2	-8	0.6	-22	-0.3
19	COC(=O)[C@]1(Cc2ccccc2)N[C@H](CN(C)C(=O)C2CCCCC2)[C@@H]2C(=O)N(Cc3ccccc3)C(=O)[C@@H]21	/	-9	0.8	-1	-0.3
20	COc1ccc(C(C)C)cc1S(=O)(=O)n1cnc(C)c1	0	0	/	8&-2	-1.6

cpd	Y pestis TopoI	Vc quorum ag	MazEF act	Rv3671c protease	VHR inh abs
11	-12	i	6	-6	/
12	0	-2.3	4	/	/
13	1	i	-1	16	21
14	6	-0.3	0	-2	1
15	0	-0.3	4	0	9
16	-9	-0.8	1	14	-20
17	10	5.6	1	/	/
18	13	-0.3	3	-6	4
19	22	2.0	-6	0	/
20	1	-0.2	1	-3	0

cpd	SMILES	3CLpro inhibitor	Anthrax LF inh2	TcdB inh	SSB-PriA inh	PfHsp40 yeast
21	CC(=O)c1ccc(Nc2nc3ccccc3nc2NS(=O)(=O)c2cccs2)cc1	7	-3	-1.0	-18	-0.1
22	O=C(N1CCOCC1)C1(c2ccccc2)CCCCC1	-1	6	/	10	-1.4
23	CCNC(=S)N(Cc1ccc2c(c1)OCO2)C1CC(=O)N(c2ccc(OC)cc2)C1=O (stereo not drawn)	-1	-2	/	-10	1.0
24	CC(C)N=c1scc(-c2cccs2)n1/N=C/c1ccc(O)c(O)c1O	2	-6	/	/	?
25	COC(=O)c1ccc(-c2ccc(/C=N/N3C(=O)C4C5C=CC(CC5)C4C3=O)o2)cc1 (stereo not drawn)	2	0	0.9	/	-0.4
26	ClC1CCCCC1n1nnc2ccccc21 (stereo not drawn)	/	1	1.1	-6	-1.3
27	Cc1nn(-c2ccccc2)c(N)c1C(O)(CSc1nccn1C)C(F)(F)F (stereo not drawn)	1	-18	/	1	-1.1
28	CCN(CC(=O)Nc1c(F)cccc1F)C(=O)CCCc1c[nH]c2ccccc12	3	2	1.0	8	-0.1
29	CCCC(=O)N1CCN(c2nnc(-c3ccc(C)cc3)c3ccccc23)CC1	1	6	0.1	3	0.4
30	CCN(CC(=O)Nc1ccc(NC(C)=O)cc1)C(=O)c1ccc(N(C)S(=O)(=O)c2ccc(C)cc2)cc1	/	-2	0.0	2	-0.1

cpd	Y pestis TopoI	Vc quorum ag	MazEF act	Rv3671c protease	VHR inh abs
21	2	-1.0	2	11	39
22	8	i	5	-5	6
23	-4	50*	1	3	-6
24	-17	-0.4	5	-14	-38
25	0	0.4	14	7	-15
26	4	-0.8	6	-2	/
27	2	i	4	0	10
28	6	-0.3	-3	8	19
29	22	-1.5	4	3	-15
30	13	7.1	-1	/	/

Quoted at random: three records from the list
cpd	SMILES	3CLpro inhibitor	Anthrax LF inh2	TcdB inh	SSB-PriA inh	PfHsp40 yeast
28	CCN(CC(=O)Nc1c(F)cccc1F)C(=O)CCCc1c[nH]c2ccccc12	3	2	1.0	8	-0.1
27	Cc1nn(-c2ccccc2)c(N)c1C(O)(CSc1nccn1C)C(F)(F)F (stereo not drawn)	1	-18	/	1	-1.1
25	COC(=O)c1ccc(-c2ccc(/C=N/N3C(=O)C4C5C=CC(CC5)C4C3=O)o2)cc1 (stereo not drawn)	2	0	0.9	/	-0.4

cpd	Y pestis TopoI	Vc quorum ag	MazEF act	Rv3671c protease	VHR inh abs
28	6	-0.3	-3	8	19
27	2	i	4	0	10
25	0	0.4	14	7	-15

Arranged by number of heavy atoms (ascending): part of the list above
cpd	SMILES	3CLpro inhibitor	Anthrax LF inh2	TcdB inh	SSB-PriA inh	PfHsp40 yeast
26	ClC1CCCCC1n1nnc2ccccc21 (stereo not drawn)	/	1	1.1	-6	-1.3
27	Cc1nn(-c2ccccc2)c(N)c1C(O)(CSc1nccn1C)C(F)(F)F (stereo not drawn)	1	-18	/	1	-1.1
28	CCN(CC(=O)Nc1c(F)cccc1F)C(=O)CCCc1c[nH]c2ccccc12	3	2	1.0	8	-0.1

cpd	Y pestis TopoI	Vc quorum ag	MazEF act	Rv3671c protease	VHR inh abs
26	4	-0.8	6	-2	/
27	2	i	4	0	10
28	6	-0.3	-3	8	19

(further entries)
cpd	SMILES	3CLpro inhibitor	Anthrax LF inh2	TcdB inh	SSB-PriA inh	PfHsp40 yeast
31	CCOC(=O)C1CCN(c2ccc(Cl)nn2)CC1	-3	-7	-0.6	0	0.3
32	CCc1ccc(C(=O)COC(=O)CNC(=O)c2ccc(Br)o2)cc1	-2	-1	0.9	-5	-0.1
33	COc1ccc(N2C(=O)CC(N(C)CCc3ccc(OC)c(OC)c3)C2=O)cc1 (stereo not drawn)	4	-10	-0.9	-18	6.9
34	Cn1c(SCC(=O)NCCN2C(=O)CSC2=O)nc2ccccc2c1=O	1	0	/	-2	0.9
35	Cc1ccc(CN(Cc2cc3cc4c(cc3[nH]c2=O)OCCO4)Cc2nnnn2Cc2ccco2)cc1	3	2	/	1	0.2
36	CCCOc1ncnc2c1sc1nc3c(cc12)COC(C)(C)C3	-2	-6	3.0	-3	-0.9
37	COc1cc(-c2cc(C(=O)Nc3cccc(C(C)=O)c3)c3ccccc3n2)cc(OC)c1OC	3	-1	1.1	-3	1.4
38	CCc1ccc(C(=O)COC(=O)c2cc([N+](=O)[O-])ccc2N2CCOCC2)cc1	/	2	0.6	12	-0.3
39	Cc1cccc(NC(=O)NC(C)C(c2cccs2)N2CCOCC2)c1 (stereo not drawn)	7	9	1.2	1	-1.1
40	COc1ccc(CN2C(=O)C(CC(=O)NC3CCCCC3)CC(C(=O)N(C(C)C)C(C)C)=C2C)cc1 (stereo not drawn)	/	0	0.5	/	/

cpd	Y pestis TopoI	Vc quorum ag	MazEF act	Rv3671c protease	VHR inh abs
31	11	-0.1	8	-7	2
32	-11	i	4	4	-2
33	2	i	3	-5	20
34	7	-1.3	-1	1	0
35	1	i	13	-7	-23
36	-7	0.6	8	-1	15
37	30	-3.3	0	-29	-11
38	26	-12	0	1	/
39	3	-0.5	7	5	7
40	12	-0.2	-4	/	/

cpd	SMILES	3CLpro inhibitor	Anthrax LF inh2	TcdB inh	SSB-PriA inh	PfHsp40 yeast
41	NS(=O)(=O)c1ccc(Nc2ccc3nonc3c2[N+](=O)[O-])cc1	5	0	0.6	-4	1.1
42	O=C(C(Cc1ccccc1)N1C(=O)C2C3C=CC(C3)C2C1=O)N1CCCCC1 (stereo not drawn)	-1	2	/	-7	-2.0
43	CC(C(=O)NC1CCCCC1)N1CCN(C)CC1 (stereo not drawn)	4	0	0.4	-3	-1.3
44	O=C1CCC/C(=N/NC(=O)C2CCN(S(=O)(=O)c3cccs3)CC2)C1	7	3	0.7	/	-1.4
45	COc1ccccc1NC(=O)CSc1ccc(-c2ccc(-n3ccnc3)cc2)nn1	/	-2	2.9	8&-8	-0.4
46	COc1ccc(NC(=O)CCCCCn2nnc3ccccc3c2=O)cc1OC	-1	0	1.8	-1	1.2
47	NC(Cc1ccc(Cl)cc1)c1csc(Nc2ccc(C(=O)NCCCO)cn2)n1 (stereo not drawn)	/	-4	0.0	/	/
48	Cc1ccc(S(=O)(=O)N2CCN(C(=O)COc3ccc(NC(=O)c4ccco4)cc3)CC2)cc1	0	-3	/	8	-0.6

cpd	Y pestis TopoI	Vc quorum ag	MazEF act	Rv3671c protease	VHR inh abs
41	-1	0.6	8	-8	0
42	5	i	4	-10	7
43	2	0.0	2	-2	-4
44	-5	-0.4	0	-2	-2
45	6	-5.9	4	-11	/
46	-7	i	-5	7	/
47	-14	-0.1	/	/	/
48	-5	-0.1	17	-1	24

These rows are one share of the data. The share of hits here may be higher or lower than overall.
